Bioassay records from PubChem.
TSHR antagonist: blocks TSH signaling through the human TSH receptor; P16473; TSHR-expressing cells, TSH-stimulated cAMP HTRF, 2 h; active compounds read low; activity change, negative = inhibition, % at 11.5 µM; 330,000 tested, 0.2% active; AID 504810;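 active = activity change below a set negative limit, meaning inhibition stronger than a set level, cut at about -70% in these data; inconclusive = activity change between two set negative limits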; also: % is scaled to controls: 0 for no effect and ±100 for the full control effect
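Inhibition of cAMP made by TSHR-expressing cells under TSH stimulation (4nM final, EC80; 2 h, 37 deg C) is quantified with a one-step lysis HTRF kit, anti-cAMP cryptate versus cAMP-d2.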
Giardia kill: kills Giardia lamblia. Giardia lamblia trophozoite viability. activity change, % at 7.66 µM, hits read low. 340,000 tested, 0.15% active. AID 540267; in the data active = activity change below about -80%; inconclusive = between about -30% and that limit;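 also: parasites exposed to compound for two days anaerobically before the ATP read; % is scaled to controls: 0 for no effect and ±100 for the full control effect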
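Anaerobic 48 hrs incubation at 37 deg C of 100 trophozoites/well with test compounds; ATPLite 1-Step luminescence, 15-30 min RT, reports cellular ATP as viability.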
Tb PFK block: blocks T. brucei phosphofructokinase | O15648 | T. brucei PFK, ADP-Glo luminescence | 330,000 tested, 0.17% active | Potency, µM (series often up to 57.5 µM), for inactives: top-dose activity, negative = inhibition, hits mostly inhibitors;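 also: potency is read from the fitted curve at half-maximal effect; 0% = uninhibited 1x PFK enzyme wells and -100% = no-enzyme wells; nearly all actives have a fitted effect of over 60% in size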
Target sequence (O15648 whole entry, looked up): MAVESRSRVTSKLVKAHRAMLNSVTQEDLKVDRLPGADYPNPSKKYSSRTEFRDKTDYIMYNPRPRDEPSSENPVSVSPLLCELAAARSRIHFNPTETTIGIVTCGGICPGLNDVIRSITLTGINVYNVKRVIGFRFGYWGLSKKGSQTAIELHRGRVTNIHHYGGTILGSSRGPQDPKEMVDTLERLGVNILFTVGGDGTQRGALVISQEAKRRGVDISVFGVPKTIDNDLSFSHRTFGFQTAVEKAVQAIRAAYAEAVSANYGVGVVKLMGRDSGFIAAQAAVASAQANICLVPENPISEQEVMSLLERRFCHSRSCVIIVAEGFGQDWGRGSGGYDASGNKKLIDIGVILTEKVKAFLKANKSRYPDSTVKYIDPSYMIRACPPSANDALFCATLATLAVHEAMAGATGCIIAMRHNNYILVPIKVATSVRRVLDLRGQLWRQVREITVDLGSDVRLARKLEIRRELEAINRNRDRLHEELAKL
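In TEA buffer at pH 8.0 with 5 mM MgCl2, enzyme (1.25 nM) converted F6P (0.5 mM) and ATP (0.1 mM) for 45 min at room temperature. ADP product was read by luciferase luminescence.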
A-T KAP1 phos: potential ataxia-telangiectasia treatments restoring KAP-1 phosphorylation; […] A-T fibroblasts, KAP-1 phosphorylation AlphaLISA; neocarzinostatin DNA damage 30 min before lysis; Potency, µM (series often up to 57.5 µM), for the others: top-dose activation, hits mostly activators; 320,000 tested, 0.19% active; also: potency is read from the fitted curve at half-maximal effect; % of control where 0% means no effect; nearly all actives have a fitted effect of over 45% in size
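hTERT-immortalized A-T patient fibroblasts ([…]), 500 cells/well in OPTI-MEM, 1% FBS, got compounds for 60 min, then NCS for 30 min at 37C. Lysates were then assayed for phospho-KAP-1 by AlphaLISA (anti-pKAP1 donor, anti-KAP1 acceptor beads), 6 hr at 25C.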
CXXC DNA block: blocks binding of human MLL CXXC domain to DNA. AID 2662. 290,000 tested, 0.037% active. Potency, µM (titrated, usually from 115 µM), for inactives: top-dose activity change, negative = inhibition, most hits filed as inhibitors. Q03164. MLL-CXXC / FITC-HOXA9 DNA fluorescence polarization; active = well fitted inhibition curve with a large enough effect in the polarisation, with a control signal flat, not every such curve was filed as active; inconclusive = small, poorly fitted or top-dose-only effect, or effect the other way, or a change in a side signal; inactive = no such curve, though single readings can be large or run the other way; the % refers to the polarisation; also: potency is read from the fitted curve at half-maximal effect
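Steps: dispense CXXC domain solution (7 uM) → pin compounds or unlabeled HOX-A9 DNA control → 5 min ambient → add FLSN-HOX-A9 solution (50 nM) → spin → 30 min ambient → fluorescence polarization. Tris pH 7.5/NaCl/DTT/BSA buffer.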
hERG WT inh: KCNH2 (human, wildtype) channel inhibition. 340,000 tested, 0.37% active. U2OS, BacMam KCNH2, thallium flux FluxOr; active compounds read low. activity change, % at 1.84 µM. Q12809. AID 720551;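 active = maximum activity change below -70%; inconclusive = maximum activity change between -70% and -50%; inactive = maximum activity change above -50%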; also: % is scaled to controls: 0 for no effect and ±100 for the full control effect
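U2OS cells were transduced with wild-type KCNH2 virus (2.03 x 10^8 / mL) for 4 h at room temperature, then cultured overnight at 37 C. Thallium flux was read with FluxOr dye. Rate constants were normalized to DMSO controls.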
TCR activator: activators of T cell receptors; primary human leukocytes, anti-CD3, IL-2 HTRF, 48 h; Potency, µM (series often up to 9.22 µM), for the others: at the highest dose activation of IL-2 secretion, hits mostly activators; 330,000 tested, under 10 active; AID 504894; also: % of control where 0% means no effect
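Activity was scored as IL-2 release from primary human leukocytes given only a TCR signal (a-CD3 beads) plus compound for 48 hr. Detection used a two-antibody HTRF format read at 665nm.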
Chronic BCR inh: chronic active BCR signaling inhibition | ABC-DLBCL IkBa-CBG/CBR reporter, luminescence ratio, 4 h | Potency, µM (highest dose often 46.1 µM), for inactives: at the top dose ratio change, negative = lower green/red ratio, usual class: inhibitors | 340,000 tested, 0.05% active; active = well fitted inhibition curve with a large enough effect in the signal ratio, with a control signal flat, not every such curve was filed as active; inconclusive = small, poorly fitted or top-dose-only effect, or effect the other way, or a change in a side signal; the % refers to the signal ratio;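 also: potency is read from the fitted curve at half-maximal effect; plate controls were basal doxycycline-induced cells for no effect and cells given 10 µM MG132 for full effect; MG132 reads +100%, hits lower the ratio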
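Compounds up to 46 uM were incubated four hours with TMD8 cells whose green CBG68 luciferase is fused to IkappaBalpha; red CBR luminescence normalised the signal, and concentration-effect curves were fitted to fusion, red and ratio data.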
FBPA coupling cs: inhibits coupling enzyme system, counter-screen for aldolase hits. coupling enzyme system counterscreen, AmpLite Red fluorescence. activity change, negative = inhibition, % at 58.2 µM, hits read low. 290,000 tested, 0.67% active; in the data active = activity change below about -30%; also: % is scaled to controls: 0 for no effect and ±100 for the full control effect
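Counterscreen lacking aldolase: glyceraldehyde-3-phosphate coupling-enzyme reagent preincubated 10 min at RT with compound (at 57.5 uM final), then substrate/coupling system with AmpLite Red added; fluorescence read at 525/598 nm after 20 min RT.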
GALK inhibitor: inhibitors of human galactokinase | Purified GALK, Kinase-Glo residual ATP luminescence | AID 1868 | Potency, µM (highest dose often 57.5 µM), without a hit: at the highest dose activity change, negative = inhibition, actives largely listed as inhibitors | 270,000 tested, 0.007% active; also: potency is read from the fitted curve at half-maximal effect; % is scaled to controls: 0 for no effect and ±100 for the full control effect
Target sequence (P51570 whole entry, looked up): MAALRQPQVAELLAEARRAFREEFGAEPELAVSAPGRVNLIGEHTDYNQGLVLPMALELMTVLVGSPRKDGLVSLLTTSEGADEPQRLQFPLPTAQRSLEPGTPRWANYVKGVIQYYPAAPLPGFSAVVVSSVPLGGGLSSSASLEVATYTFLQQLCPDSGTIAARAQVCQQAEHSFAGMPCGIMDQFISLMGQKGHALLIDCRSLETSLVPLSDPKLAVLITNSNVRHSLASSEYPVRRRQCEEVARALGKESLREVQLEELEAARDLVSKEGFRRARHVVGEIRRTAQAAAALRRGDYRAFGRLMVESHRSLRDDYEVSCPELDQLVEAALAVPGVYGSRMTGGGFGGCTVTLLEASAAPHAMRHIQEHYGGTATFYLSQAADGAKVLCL
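Galactose (100 uM) and ATP (35 uM) were turned over by 5 nM GALK for 1 h at RT. Kinase-Glo Plus then converted the remaining ATP into a luminescent signal.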
* hit, by the source's call; [ ] = remark or other dose. Unless noted, calls follow the shape of the dose curve; as a rule, active = well fitted curve in the direction sought with a large enough effect; inconclusive = small, poorly fitted or top-dose-only effect, or another doubt; inactive = no such curve, though single readings can be large; an effect the other way counts as inactive or inconclusive.

Start of the data: the first 2 entries, to show the layout:
`COc1ccc(NC(=O)C2CCCN2S(=O)(=O)c2cccc3nsnc23)c(OC)c1` (stereo not drawn) gave TSHR antagonist 45, Giardia kill 1, Tb PFK block 2%, A-T KAP1 phos inconclusive, CXXC DNA block -20%, hERG WT inh -10, TCR activator -2%, Chronic BCR inh -8% and GALK inhibitor -5%.
`CNS(=O)(=O)c1cccc(C(=O)OCC(=O)N2c3ccccc3CC2C)c1` (stereo not drawn) gave TSHR antagonist -1, Giardia kill 0, Tb PFK block -1%, CXXC DNA block -15%, hERG WT inh 1, TCR activator -1%, Chronic BCR inh inconclusive, FBPA coupling cs -1 and GALK inhibitor 2%.

Main list, repeating the preview:
`COc1ccc(NC(=O)C2CCCN2S(=O)(=O)c2cccc3nsnc23)c(OC)c1` (stereo not drawn) gave TSHR antagonist 45, Giardia kill 1, Tb PFK block 2%, A-T KAP1 phos inconclusive, CXXC DNA block -20%, hERG WT inh -10, TCR activator -2%, Chronic BCR inh -8% and GALK inhibitor -5%.
`CNS(=O)(=O)c1cccc(C(=O)OCC(=O)N2c3ccccc3CC2C)c1` (stereo not drawn) gave TSHR antagonist -1, Giardia kill 0, Tb PFK block -1%, CXXC DNA block -15%, hERG WT inh 1, TCR activator -1%, Chronic BCR inh inconclusive, FBPA coupling cs -1 and GALK inhibitor 2%.
CC(C)(C)c1ccc(C(=O)NCC(=O)OCC(=O)N2CCCC2)cc1 was read as TSHR antagonist -2, Giardia kill -3, Tb PFK block -5%, A-T KAP1 phos -11%, hERG WT inh -1, TCR activator -4% and Chronic BCR inh -2%.
CCN(CC)S(=O)(=O)c1ccc(C2=NOC3(C2)N(C)c2ccccc2C3(C)C)cc1 (stereo not drawn) was read as TSHR antagonist -1, Giardia kill -21, Tb PFK block 0%, A-T KAP1 phos -6%, CXXC DNA block -12%, hERG WT inh -2, TCR activator 2%[46.1 µM], Chronic BCR inh 0%, FBPA coupling cs -4 and GALK inhibitor 0%.
`CC(C)CC(C)N1CCC(n2nccc2NC(=O)CCc2ccccc2)CC1` (stereo not drawn) gave TSHR antagonist 4, Giardia kill 18, Tb PFK block -4%, A-T KAP1 phos 4%, CXXC DNA block 24%, hERG WT inh 12, TCR activator 2%, Chronic BCR inh 0%, FBPA coupling cs -6 and GALK inhibitor 0%.
For O=C(C1COc2ccccc2O1)N1CCN(c2ccc(C(F)(F)F)cn2)CC1 (stereo not drawn) the results were TSHR antagonist -37, Giardia kill 4, Tb PFK block 1%, A-T KAP1 phos 15%, hERG WT inh 28, TCR activator 7% and Chronic BCR inh -5%.
For COc1ccc(C2=NS(=O)(=O)N(C)C(C(=O)N3C(C)CCCC3C)=C2)cc1 (stereo not drawn) the results were TSHR antagonist 13, Giardia kill 2, Tb PFK block 1%, A-T KAP1 phos 1%, hERG WT inh -1, TCR activator -8%, Chronic BCR inh -2% and FBPA coupling cs 3.
Screening CCOc1ccccc1NC(=O)C1Cc2ccccc2CN1S(C)(=O)=O (stereo not drawn) returned TSHR antagonist -8, Giardia kill -16, Tb PFK block -2%, A-T KAP1 phos -3%, CXXC DNA block -12%, hERG WT inh -9, TCR activator -5%, Chronic BCR inh inconclusive, FBPA coupling cs -5 and GALK inhibitor -1%.
`O=C(COc1ccc2c3c(c(=O)oc2c1)CCC3)N[C@@H](CSCc1ccccc1)C(=O)O` gave TSHR antagonist -2, Giardia kill -6, Tb PFK block 0%, A-T KAP1 phos -3%, CXXC DNA block -12%, hERG WT inh 1, TCR activator -3%, Chronic BCR inh 0% and FBPA coupling cs 9.
CCOc1ccc(NC(=O)CC2C(=O)N(C)C(=S)N2Cc2ccco2)cc1 (stereo not drawn) was read as TSHR antagonist -7, Giardia kill -17, Tb PFK block 4%, A-T KAP1 phos -2%, CXXC DNA block 16%, hERG WT inh 0, TCR activator 7%[46.1 µM], Chronic BCR inh -12%, FBPA coupling cs 0 and GALK inhibitor 0%.
CC1=NN(C(=O)Cc2ccc([N+](=O)[O-])cc2)C(O)(c2cccnc2)C1 (stereo not drawn) was read as TSHR antagonist 0, Giardia kill -11, Tb PFK block 5%, A-T KAP1 phos -9%, CXXC DNA block 12%, hERG WT inh -13, TCR activator 5%, Chronic BCR inh 1%, FBPA coupling cs 5 and GALK inhibitor 0%.
For CCOC(=O)c1[nH]c(C)c(CN(Cc2ccco2)C(=O)C(F)(F)F)c1C the results were TSHR antagonist -11, Giardia kill -14, Tb PFK block 6%, A-T KAP1 phos 3%, CXXC DNA block 5%, hERG WT inh -2, TCR activator 4%, Chronic BCR inh 0%, FBPA coupling cs 2 and GALK inhibitor -1%.
For Cc1[nH]c2ccccc2c1/C=N/NC(=O)CNC(=O)c1ccccc1 the results were TSHR antagonist -4, Giardia kill -13, Tb PFK block -5%, A-T KAP1 phos -14%, CXXC DNA block -19%, hERG WT inh 18, TCR activator 1%, Chronic BCR inh -3%, FBPA coupling cs -1 and GALK inhibitor 4%.
`Cc1ccc(-c2nnc(SCC#CCOC(=O)c3ccco3)o2)cc1` gave TSHR antagonist -7, Giardia kill 1, Tb PFK block -4%, A-T KAP1 phos -2%, CXXC DNA block 4%, hERG WT inh -12, TCR activator 3%, Chronic BCR inh -22%, FBPA coupling cs -4 and GALK inhibitor 3%.
Cc1cc(NC(=O)c2cc(C3CC3)on2)no1 was read as TSHR antagonist -1, Giardia kill 11, Tb PFK block 0%, A-T KAP1 phos -3%, CXXC DNA block 1%, hERG WT inh 19, TCR activator 0%, Chronic BCR inh -8%, FBPA coupling cs 2 and GALK inhibitor 1%.
`Cc1ccc(C(=O)CCC(=O)NCc2ccccc2)cc1` gave TSHR antagonist 6, Giardia kill 16, Tb PFK block 1%, A-T KAP1 phos 2%, CXXC DNA block -1%, hERG WT inh -3, TCR activator -4%, Chronic BCR inh -1%, FBPA coupling cs 1 and GALK inhibitor -1%.
Screening Nc1nc(SCC(=O)NCC2CCCO2)[nH]c(=O)c1NC(=O)c1ccco1 (stereo not drawn) returned TSHR antagonist 29, Giardia kill 23, Tb PFK block 8%, A-T KAP1 phos 15%, CXXC DNA block 3%, hERG WT inh 0, TCR activator -5%, Chronic BCR inh -11%, FBPA coupling cs 6 and GALK inhibitor 0%.
`Cc1onc(-c2c(Cl)cccc2Cl)c1C(=O)N1C=CC(C(F)(F)F)=NCC1` gave TSHR antagonist 0, Giardia kill -7, Tb PFK block 0%, A-T KAP1 phos -5%, CXXC DNA block 3%, hERG WT inh -16, TCR activator 2%, Chronic BCR inh 11%, FBPA coupling cs -1 and GALK inhibitor 0%.
Screening O=C(Nc1ccc(Cl)cc1)c1cc2nc(-c3ccco3)cc(C(F)(F)F)n2n1 returned TSHR antagonist -12, Giardia kill -2, Tb PFK block -4%, A-T KAP1 phos 5%, CXXC DNA block 5%, hERG WT inh -10, TCR activator -3%, Chronic BCR inh inconclusive, FBPA coupling cs 3 and GALK inhibitor -3%.
For CCN(CC(=O)Nc1ccccc1C(F)(F)F)C(=O)CCc1nc2ccccc2c(=O)[nH]1 the results were TSHR antagonist -5, Giardia kill 23, Tb PFK block -6%, A-T KAP1 phos 2%, CXXC DNA block inconclusive, hERG WT inh 3, TCR activator 4%, Chronic BCR inh 2%, FBPA coupling cs 1 and GALK inhibitor 6%.
`Cn1c(CNc2nc3ccccc3n2CCN2CCCCC2)nc2ccccc21` gave TSHR antagonist -9, Giardia kill 16, Tb PFK block 0%, A-T KAP1 phos 11%, CXXC DNA block -13%, hERG WT inh 41, TCR activator -4%, Chronic BCR inh inconclusive, FBPA coupling cs 5 and GALK inhibitor 0%.
Cc1nn(CCCC(=O)NC2CCC(C)CC2)c(=O)c2nn(-c3ccccc3)c(C)c12 (stereo not drawn) was read as TSHR antagonist -12, Giardia kill 36[activator], Tb PFK block -2%, A-T KAP1 phos -9%, CXXC DNA block -10%, hERG WT inh 2, TCR activator -2%, Chronic BCR inh -5% and GALK inhibitor -2%.
For Cc1ccc([C@H]2C(C(=O)O)=CC[C@@H](c3cccs3)N2S(=O)(=O)c2ccc(C)cc2)cc1 the results were TSHR antagonist 9, Giardia kill inconclusive, Tb PFK block 0%, A-T KAP1 phos 17%, hERG WT inh -7, TCR activator 1% and Chronic BCR inh -3%.
CCS(=O)(=O)c1cc([N+](=O)[O-])c(Sc2ccccc2N)s1 was read as TSHR antagonist -12, Giardia kill 7, Tb PFK block -2%, A-T KAP1 phos 3%, CXXC DNA block -1%, hERG WT inh -6, TCR activator 7%, Chronic BCR inh inconclusive, FBPA coupling cs 1 and GALK inhibitor 8%.
